High-throughput results from PubChem.
KDM5B inh = inhibitors of human KDM5B histone demethylase; KDM5B demethylase, FDH-coupled NADH fluorescence (FDH is formaldehyde dehydrogenase); Potency, µM (doses to about 57.7 µM), without a hit: at the top dose activity change, negative = inhibition, most hits filed as inhibitors; 220,000 compounds, 2.6% hits; AID 1347165; active = well fitted inhibition curve with a large enough effect; inconclusive = small, poorly fitted or top-dose-only effect; inactive = no such curve, though single readings can be large or run the other way; also: 0% is about no effect; nearly all actives have a fitted effect of over 70% in size
Target sequence (Q9UGL1 whole entry, looked up): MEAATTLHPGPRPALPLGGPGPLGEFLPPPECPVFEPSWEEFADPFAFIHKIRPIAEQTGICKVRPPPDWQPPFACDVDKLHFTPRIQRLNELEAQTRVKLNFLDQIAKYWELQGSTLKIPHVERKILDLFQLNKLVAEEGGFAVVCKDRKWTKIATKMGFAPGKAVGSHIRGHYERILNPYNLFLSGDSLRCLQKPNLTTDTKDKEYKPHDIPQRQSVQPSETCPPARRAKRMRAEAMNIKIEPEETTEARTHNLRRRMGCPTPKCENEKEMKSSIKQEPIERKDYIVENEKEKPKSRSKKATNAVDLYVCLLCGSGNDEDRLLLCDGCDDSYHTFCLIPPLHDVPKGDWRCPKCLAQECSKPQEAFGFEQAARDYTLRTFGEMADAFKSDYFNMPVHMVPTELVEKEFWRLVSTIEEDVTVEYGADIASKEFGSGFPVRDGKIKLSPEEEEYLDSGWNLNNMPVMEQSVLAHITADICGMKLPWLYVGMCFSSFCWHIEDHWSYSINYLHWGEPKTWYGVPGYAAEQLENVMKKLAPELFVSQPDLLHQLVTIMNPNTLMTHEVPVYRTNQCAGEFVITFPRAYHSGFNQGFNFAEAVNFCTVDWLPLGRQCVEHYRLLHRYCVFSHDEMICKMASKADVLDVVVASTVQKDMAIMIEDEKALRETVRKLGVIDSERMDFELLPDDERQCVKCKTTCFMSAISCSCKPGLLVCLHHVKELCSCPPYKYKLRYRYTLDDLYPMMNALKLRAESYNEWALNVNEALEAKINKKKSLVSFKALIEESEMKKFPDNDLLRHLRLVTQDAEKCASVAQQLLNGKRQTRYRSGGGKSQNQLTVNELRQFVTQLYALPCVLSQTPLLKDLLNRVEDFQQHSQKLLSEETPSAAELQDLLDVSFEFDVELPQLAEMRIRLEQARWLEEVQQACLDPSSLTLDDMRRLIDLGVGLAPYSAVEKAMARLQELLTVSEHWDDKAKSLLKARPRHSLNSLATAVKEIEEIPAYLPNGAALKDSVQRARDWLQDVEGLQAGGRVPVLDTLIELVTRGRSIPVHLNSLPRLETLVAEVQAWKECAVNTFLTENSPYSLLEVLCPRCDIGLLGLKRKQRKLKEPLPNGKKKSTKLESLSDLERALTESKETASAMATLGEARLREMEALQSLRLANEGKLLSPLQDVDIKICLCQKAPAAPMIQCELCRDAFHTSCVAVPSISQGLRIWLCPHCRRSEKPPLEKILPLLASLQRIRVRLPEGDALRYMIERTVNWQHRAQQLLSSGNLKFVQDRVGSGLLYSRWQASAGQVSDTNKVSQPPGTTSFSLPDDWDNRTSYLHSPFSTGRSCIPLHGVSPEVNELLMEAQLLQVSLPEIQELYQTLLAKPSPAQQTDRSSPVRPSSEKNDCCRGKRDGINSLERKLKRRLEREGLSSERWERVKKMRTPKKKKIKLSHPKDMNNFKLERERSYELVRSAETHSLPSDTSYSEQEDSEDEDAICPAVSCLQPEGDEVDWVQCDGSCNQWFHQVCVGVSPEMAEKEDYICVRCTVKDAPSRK
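KDM5BΔAP (200 nM final) in 50 mM HEPES pH 7.5, 0.01% Tween-20 was preincubated 10 min at RT with compound over a concentration range. Substrate mix (H3K4me3 12.5 µM, α-KG 25 µM, Fe²⁺, ascorbate, NAD⁺, FDH) was added, and NADH fluorescence change over 30 min gave dose-response curves.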
* marks the source's active call; other numbers are inactive results; i = inactive; ? = inconclusive; [ ] = another dose, or the depositor's remark. Potency is read from the fitted curve at half-maximal effect. Some of the compounds tested; count on the stated rates, not on these rows.

Compound	KDM5B inh
O=C(Cn1cncn1)N1CCC(C2CCN(Cc3cccc(F)c3F)CC2)C1 (stereo not drawn)	2%
C[S+](=O)([O-])N1CC2(CCN(C3COC3)CC2)Cc2ccccc21	-6%[149 µM]
CC(C)N1C(=O)C2(CCCC2)C1C(=O)NCCCN1CCCC1=O (stereo not drawn)	-5%
CCOC(=O)c1cnc2c(C)cc(C)cc2c1Nc1cccc(C(=O)O)c1	-18%
COc1cccc(C(N)=O)c1OCc1ccccc1	-10%
COc1ccc(CCNC(=O)CN(c2ccccc2)S(=O)(=O)N(C)C)cc1OC	-45%
CN(C(=O)c1ccc2cc[nH]c2c1)C1CCc2nn(C)c(=O)n2CC1 (stereo not drawn)	-25%
Cc1ccsc1C(=O)N1CCCCCC1c1nnc(-c2ccccc2)o1 (stereo not drawn)	-8%
CN(C)C[C@@H]1CN(c2ncccn2)C[C@H]1NS(=O)(=O)c1cccnc1	25µM*
COc1ccc(CNC(=O)C2CCCN(S(=O)(=O)c3cccc4nsnc34)C2)cc1 (stereo not drawn)	-3%
Clc1ccccc1C1(c2ccnc(-c3ccccn3)n2)CCNCC1	-14%
O=C(c1ccsc1)N1CCN(C(=O)c2nnn3c2COC(c2ccccc2)C3)CC1 (stereo not drawn)	18%
Cc1ccc(C)c(S(=O)(=O)n2nc(C)c(S(=O)(=O)N3CCCCCC3)c2C)c1	?
COCCc1noc([C@@H]2CC(F)(F)CN2C(=O)Cc2ccncc2)n1	15%
Cc1ccc(C)c(NC(=O)c2ccc3nc(CCc4ccccc4)oc3c2)c1	4%
CC(C)C(=O)N1Cc2ccccc2CC2(CCCN(CC3CCNC3)C2)C1 (stereo not drawn)	35µM*
O=S(=O)(c1cccc(F)c1)N1CCN(Cc2cccc3cccnc23)CC1	-2%
COc1cccc(CNC(=O)Cn2ccn3nc(-c4ccccc4)c(CO)c3c2=O)c1OC	?
CC(C)c1ccc(C(C)NC(=O)Cn2nnn(-c3ccccc3)c2=O)cc1 (stereo not drawn)	16%
CCCN1C(=O)Cc2ccccc2C1C(=O)NCc1cc(OC)ccc1OC (stereo not drawn)	-25%
Cc1ccc(S(=O)(=O)N(CC(=O)N2CCc3ccccc3C2)Cc2c(F)cccc2Cl)cc1	-3%
CCOc1ccc(NC(=O)CCn2nc(C)c(S(=O)(=O)N3CCCCC3)c2C)cc1	?
O=C(O)CCn1ncc2cc(OCC3CCN(C(=O)CCC(F)(F)F)CC3)ccc21	-7%[86.2 µM]
O=C(Nc1ccc(Br)cc1)c1ccc(Nc2cc(-c3ccccc3)ncn2)cc1	4%
CCN1C(=O)Cc2cc(C(=O)NCCC(C)C)ccc21	-3%
CC(NS(=O)(=O)Cc1ccc(F)cc1)c1ccccn1 (stereo not drawn)	-1%
CN(C)N1C(N)=C(C#N)C(c2cccc([N+](=O)[O-])c2)C2=C1CC(C)(C)CC2=O (stereo not drawn)	-1%
CCCC(NC(=O)c1sccc1C)c1ccccc1 (stereo not drawn)	-12%
CCOc1cc(/C=C/C(=O)c2ccc(Cl)cc2)ccc1O	-15%
Cn1cnc2cc(-c3ccc(F)cc3)cc(C(=O)NCc3cccnc3)c21	32µM*

The final three records of the part before are carried over, then new ones follow.
Compound	KDM5B inh
CCCC(NC(=O)c1sccc1C)c1ccccc1 (stereo not drawn)	-12%
CCOc1cc(/C=C/C(=O)c2ccc(Cl)cc2)ccc1O	-15%
Cn1cnc2cc(-c3ccc(F)cc3)cc(C(=O)NCc3cccnc3)c21	32µM*
Cc1ccc(-n2nc3c(=O)n(C(C)C(=O)NCc4ccccc4C)nc(C)c3c2C)cc1 (stereo not drawn)	-2%
CN1CC2(CCN(C(=O)N3CCOCC3)CC2)CC(c2ccccc2)C1=O (stereo not drawn)	-2%
CCn1ccc2oc(C)c(C(=O)N3CCN(c4ccc(OC)cc4)CC3)c2c1=O	10%
CN(C)S(=O)(=O)c1ccc2c(c1)N(CC(=O)Nc1ccc(F)cc1)C(=O)CS2	10%
CCOC(=O)c1ccc(-n2c(N)c(C(=O)OC)c3nc4ccccc4nc32)cc1	?
CN1CCN(CCCNC(=O)C2CCc3sc(C(=O)N4CCCCCC4)cc3C2)CC1 (stereo not drawn)	19%
S=c1[nH]nc(-c2cc(-c3ccccc3)n[nH]2)n1/N=C/c1ccc(Cl)c(Cl)c1	?
Cc1cnc(C2CC2)n1C1CCN(C(=O)C(C)C)CC1	16%
COc1ccc(C)cc1NC(=O)C1CN(S(=O)(=O)C2CC2)CC12CCCCC2 (stereo not drawn)	-3%
CS(=O)(=O)N(Cc1cccnc1)C1CN(C(=O)C2CCCCC2)C1	-7%
CC(C)(C)SCC(=O)Nc1cccc(CN2CCCC2)c1	-27%
Cc1cc(NC(=O)CSc2nc(Nc3ccccc3)c3ccccc3n2)no1	-10%
N#Cc1ccccc1COC(=O)c1ccccc1SCC1CCCO1 (stereo not drawn)	12%
Cc1cccc(OC[C@H]2C[C@@H](NC(=O)c3ccc(C#N)cc3)[C@H](O)[C@@H]2O)n1	-20%[86.2 µM]
Cn1cc(CNCC2(COc3cccnc3)C[C@@H](O)[C@@H](O)C2)c2ccccc21 (stereo partly drawn)	?
CC1CC=C(c2ccccc2)C(=S)N1 (stereo not drawn)	8%
CCc1ccc(C2=NN(C(=O)c3cccs3)C(c3ccc4nccnc4c3)C2)cc1 (stereo not drawn)	-23%
CC(=O)N1N=C(c2ccco2)CC1c1ccc2nccnc2c1 (stereo not drawn)	12%
CCCCC(CC)C(=O)Nc1ccccc1F (stereo not drawn)	6%
COc1ccc(C(=O)Nc2cc(-c3nc4ccccc4o3)ccc2C)c(OC)c1	-4%
O=C(NCCc1ccc(Cl)cc1)c1cccn1-c1nnc(N2CCCCC2)s1	?
COc1ccc(-c2nnc3n2N(C(C)=O)C(c2ccc(Cl)c(Cl)c2)=C(C(C)=O)S3)cc1	-7%
CC(C)c1nncn1C1CCN(S(=O)(=O)c2cccc(F)c2)CC1	-11%
Cc1ccc(S(=O)(=O)NCC(=O)OCc2cc(=O)oc3c(C)c(C)ccc23)cc1	?
NS(=O)(=O)c1ccc(CCNc2nc3c(-c4cccc(F)c4)nnn3c3ccc(Cl)cc23)cc1	-21%
CN1CCC(N2CCC[C@H]2C(=O)NCc2cc3n(n2)CCCNC3)CC1	-34%
C=CCN1CCN(c2nc3c(c(=O)[nH]c(=O)n3C)n2Cc2cc(C)ccc2C)CC1	10%
N#Cc1ccc(C(=O)CSc2nnc(-c3ccc(C(F)(F)F)cn3)s2)cc1	14%
CC(C)CCN1CC(Oc2ccc(F)c(F)c2)C1	9%[149 µM]
Cc1cc(F)ccc1OC1CN(Cc2ccccc2)C1	19%[86.2 µM]

Other records follow:
Compound	KDM5B inh
O=C(CN1C(=O)CSc2ccc(S(=O)(=O)N3CCCC3)cc21)NCc1ccc(F)cc1Cl	-19%
COC(=O)c1c(NC(=O)Cc2coc3cc(C)cc(C)c23)sc2c1CCC2	0%
Cc1ccc(Nc2nc(C(N)=O)c(NC(=O)CC(C)C)s2)cc1	14%
CN(C)C[C@@H]1CN(Cc2ccccc2)C[C@H]1NC(=O)c1c(F)cccc1F	-10%
CC(CN1CC2(CCN(C(=O)c3ccc(=O)n(C)n3)CC2)OC1=O)c1ccccc1 (stereo not drawn)	-19%
Cc1cccc(NC(=O)c2oc3ccc(S(=O)(=O)N(C)C4CCCCC4)cc3c2C)c1C	?
CC(C)(C)c1ccc(S(=O)(=O)N2CCN(C3CCCC3)CC2)cc1	11%
O=C(O)C(c1c[nH]c2cc(OCc3ccccc3)ccc12)N1CCN(c2cccc(Cl)c2)CC1 (stereo not drawn)	-31%
COc1ccccc1CCN[C@H]1CS(=O)(=O)C[C@@H]1S(=O)(=O)c1ccc(F)cc1	16%
CN(C(=O)C(Cl)Cl)C1CC2C=CC1C2 (stereo not drawn)	25%
COc1cccc2cc(-c3nc(Nc4cccc(C)c4C)sc3C)c(=O)oc12	-13%
COCCn1c(SCC(=O)NC2CCCC2)nc2c(c1=O)SCC2	-1%
COc1cc(Cl)c(C)cc1NC(=O)C(C)N1CCN(S(=O)(=O)Cc2ccccc2)CC1 (stereo not drawn)	11%
COc1ccc(OC)c(NC(=O)CN2C(=O)CC(C)Sc3ccccc32)c1 (stereo not drawn)	16%
Cc1cccc(C)c1Nc1c(-c2ccc(O)cc2)nc2sccn12	?
Cc1ccc2c(c1)SC(C(=O)Nc1ccc(C)c(C)c1)C2 (stereo not drawn)	7%
COc1ccccc1C(C)NC(=O)c1nn(C(C)C)c(=O)c2ccccc12 (stereo not drawn)	-4%
Cc1cc(-c2cc3c(cn2)CN(Cc2cccs2)CCN3)ccn1	-28%[86.2 µM]
O=S(=O)(Nc1nc2n(n1)C(c1ccc(F)cc1)C=C(c1ccccc1)N2)c1ccc(Cl)cc1 (stereo not drawn)	?
O=C(c1ccc(F)cc1)N1CCCC(CN2CCOCC2)CC1 (stereo not drawn)	i
Cc1ccc(N(CC(=O)Nc2ccc(F)cc2F)S(=O)(=O)c2cccs2)cc1	?
COc1ccc(-c2nnc3ccc(NCCc4ccccc4)nn23)nc1	42%[activator][86.2 µM]
O=C(C[C@@H]1O[C@H](CNS(=O)(=O)c2ccc(Cl)cc2)[C@@H](O)C1O)N1CCN(c2ccccc2)CC1 (stereo partly drawn)	-7%
Cn1c(=O)c2c(-c3ccccc3)n(CCCO)cc2n(C)c1=O	?
Cc1nc2c(c(-c3ccc(O)cc3)n1)CN(Cc1ccccn1)CC2	-27%[86.2 µM]
Cc1nc(C2CC2)ncc1C(=O)N1CCN(C)C2(CCNC(=O)CC2)C1 (stereo not drawn)	-8%
CCCNC(=O)C1CCN(C(=O)CCc2c(C)[nH]c(C(=O)OCC)c2C)CC1	5%
O=C(CCC(=O)c1ccc2c(c1)CCC2)NC1CCCCC1	24%
CCOc1ccc(NC(=O)Cn2c(Nc3cc(C)cc(C)c3)nc(C)cc2=O)cc1	-27%
O=C(O)COc1ccccc1/C=N/NC(=O)CN1CCN(Cc2ccc(Cl)cc2)CC1	-4%

A stretch from further up, as a working copy:
Compound	KDM5B inh
COc1cc(Cl)c(C)cc1NC(=O)C(C)N1CCN(S(=O)(=O)Cc2ccccc2)CC1 (stereo not drawn)	11%
COc1ccc(OC)c(NC(=O)CN2C(=O)CC(C)Sc3ccccc32)c1 (stereo not drawn)	16%
Cc1cccc(C)c1Nc1c(-c2ccc(O)cc2)nc2sccn12	?
Cc1ccc2c(c1)SC(C(=O)Nc1ccc(C)c(C)c1)C2 (stereo not drawn)	7%
COc1ccccc1C(C)NC(=O)c1nn(C(C)C)c(=O)c2ccccc12 (stereo not drawn)	-4%

Continuation:
Compound	KDM5B inh
CCCCCCNC(=O)C(C#N)c1nc2ccccc2nc1N1CCCCC1 (stereo not drawn)	-8%
CC(=Nc1ccc([N+](=O)[O-])cc1)N(C)C	-16%
COc1ccc(-c2c(C)nn3c(C(F)(F)F)cc(-c4ccccc4)nc23)cc1OC	-3%
Cn1c(=O)n(C)c2cc(CNCc3ccc(C(=O)O)cc3)ccc21	-11%
O=C(NCCCCc1ccccc1)c1ccc(F)cc1	11%
Cc1ccc(OCC(=O)c2ccc3c(c2)N(CCCC(=O)N2CCOCC2)C(=O)CO3)cc1C	10%
CC1(C)Cc2nc(-c3ccccc3)nc(NNC(=O)c3ccco3)c2CO1	11%

Two of the compounds above, as labelled records.
CCCCCCNC(=O)C(C#N)c1nc2ccccc2nc1N1CCCCC1 (stereo not drawn)
  KDM5B inh: -8%
CC1(C)Cc2nc(-c3ccccc3)nc(NNC(=O)c3ccco3)c2CO1
  KDM5B inh: 11%

Taken from above.
Cn1c(=O)n(C)c2cc(CNCc3ccc(C(=O)O)cc3)ccc21 @ KDM5B inh = -11%
O=C(NCCCCc1ccccc1)c1ccc(F)cc1 @ KDM5B inh = 11%
COc1ccc(-c2c(C)nn3c(C(F)(F)F)cc(-c4ccccc4)nc23)cc1OC @ KDM5B inh = -3%
CC(=Nc1ccc([N+](=O)[O-])cc1)N(C)C @ KDM5B inh = -16%
CCCCCCNC(=O)C(C#N)c1nc2ccccc2nc1N1CCCCC1 (stereo not drawn) @ KDM5B inh = -8%
Cc1ccc(OCC(=O)c2ccc3c(c2)N(CCCC(=O)N2CCOCC2)C(=O)CO3)cc1C @ KDM5B inh = 10%
CC1(C)Cc2nc(-c3ccccc3)nc(NNC(=O)c3ccco3)c2CO1 @ KDM5B inh = 11%
